Source: PubChem BioAssay (National Center for Advancing Translational Sciences (NCATS))
TRPV1 agonist – human TRPV1 agonism; activation, % at 8.33 µM; Q8NER1; TRPV1-expressing cells, Fluo-8 calcium influx, agonist mode; actives 0.19% (n = 320,000); in the data active = activation above about 80%; inconclusive = between about 30% and that limit; also: 0% is about no effect
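TRPV1-expressing cells were cultured overnight at 35.5C and loaded with Fluo-8 calcium dye for 40 to 90 min at room temperature. After a 10 s baseline, compound was added and calcium influx was read kinetically for 3 min (ex 480/em 520 nm).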
CXXC DNA block – blocks binding of human MLL CXXC domain to DNA; Q03164; MLL-CXXC / FITC-HOXA9 DNA fluorescence polarization; Potency, µM (highest dose often 115 µM), inactives show top-dose activity change, negative = inhibition, hits mostly inhibitors; actives 0.037% (n = 290,000); AID 2662; active = well fitted inhibition curve with a large enough effect in the polarisation, with a control signal flat, not every such curve was filed as active; inconclusive = small, poorly fitted or top-dose-only effect, or effect the other way, or a change in a side signal; inactive = no such curve, though single readings can be large or run the other way; the % refers to the polarisation; also: potency is read from the fitted curve at half-maximal effect
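Fluorescence polarization: 7 uM MLL-CXXC (stock) preincubated 5 min with compounds, then 50 nM fluorescein-HOX-A9 DNA (stock) added; 30 min ambient. Buffer 50 mM Tris-HCl pH 7.5, 50 mM NaCl, 1 mM DTT, 0.05% BSA.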
BRCA1 expr act – activators of BRCA1 expression. MCF7-BRCA1-FFLuc reporter, luminescence, 48 h; response scale: scaled: vehicle 0%, 10 µM genistein 100%. Potency, µM (top dose mostly 46.1 µM), without a hit: top-dose activation, hits mostly activators. actives 1.1% (n = 380,000). AID 624202; also: potency is read from the fitted curve at half-maximal effect; nearly all actives have a fitted effect of over 80% in size; some results filed as inactive show a strong effect at the top dose
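Reporter cells (MCF7, BRCA1 promoter-firefly luciferase) received library compounds across a concentration series for 48 h. End-point luminescence was measured and concentration-effect curves derived after normalization.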
Integrin act MD – integrin-mediated muscular dystrophy alleviation activation | alpha7betagal myoblasts, beta-gal FDG fluorescence, 48 h | Potency, µM (titrated, usually from 38.3 µM), for inactives: top-dose activation, most hits filed as activators | actives 0.064% (n = 350,000) | AID 624291;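 also: potency is read from the fitted curve at half-maximal effect; 100% = response of the positive control SU9516; nearly all actives have a fitted effect of over 60% in size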
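alpha7betagal+/- myoblasts (passage 13, 250/well) treated 48 h at 37C with compounds at 1:260 dilution of DMSO stock. Lysed, then beta-galactosidase activity read as FDG fluorescence (ex 480/em 540) after 30 min, with pre-read for autofluorescence.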
p53 reactivation – restores transcriptional activity of mutant p53; actives 0.063% (n = 320,000); AID 504706; H1299 p53-A138V BP100-luciferase reporter, luminescence, 24 h; Potency, µM (series often up to 92.2 µM), inactives show at the top dose activity change, positive = activation, hits mostly activators; also: potency is read from the fitted curve at half-maximal effect; % of control where 0% means no effect; nearly all actives have a fitted effect of over 45% in size
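H1299 (p53-null), stable ts p53-A138V + BP100-Luc; 1000 cells/well, Opti-MEM/10% FBS; cpd 4 pt, 1:5; 24 h, 37 deg C, 5% CO2; detection reagent 10 min RT; luminescence.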
AT treatment – potential ataxia-telangiectasia treatment; […] A-T fibroblasts, KAP-1 phosphorylation AlphaLISA; neocarzinostatin DNA damage 30 min before lysis; Potency, µM (top dose mostly 57.5 µM), inactives show top-dose activation, most hits filed as activators; actives 0.19% (n = 320,000); AID 485349; also: potency is read from the fitted curve at half-maximal effect; % of control where 0% means no effect; nearly all actives have a fitted effect of over 45% in size
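ATM-like activity read as KAP-1 phosphorylation via AlphaLISA donor/acceptor antibody pairs after lysis and 6 hr at 25C. Cells were ATM-null patient fibroblasts ([…], hTERT), dosed 60 min, then exposed to the DSB inducer NCS for 30 min.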
PTAP TSG101 blk – blocks PTAP/TSG101 interaction to inhibit HIV-1 budding. Q99816. Fluorescence polarization, FITC-PTAP peptide / Tsg101 binding. Potency, µM (titrated, usually from 115 µM), for the others: at the highest dose activity change, negative = inhibition, actives largely listed as inhibitors. 340,000 tested, under 10 active; active = well fitted inhibition curve with a large enough effect in the main read-out, with a control signal flat, not every such curve was filed as active; inconclusive = small, poorly fitted or top-dose-only effect, or effect the other way, or a change in a side signal; inactive = no such curve, though single readings can be large or run the other way; also: potency is read from the fitted curve at half-maximal effect; % of control where 0% means no effect
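Tsg101 binding domain (10 uM final) was mixed with compound and a FITC-labeled PTAP peptide (50 nM final) in HEPES pH 7.5 buffer with NaCl, Tween 20, EDTA and TCEP; fluorescence polarization was read after 20 min at r.t.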
ELG1 repair inh – blocks ELG1-dependent DNA repair in HEK293T cells; HEK293T ELG1-luciferase reporter, luminescence, 16 h; DNA damage induced by 5-fluorouridine; Potency, µM (top dose mostly 46.1 µM), inactives show top-dose activity change, negative = inhibition, actives largely listed as inhibitors; actives 2.3% (n = 330,000); AID 504467; also: potency is read from the fitted curve at half-maximal effect; % is scaled to controls: 0 for no effect and ±100 for the full control effect; nearly all actives have a fitted effect of over 55% in size
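Quantitative HTS, concentration-response format. 2,000 cells/well co-treated with 5-fluorouridine and compound, 16 hr in 5% CO2 at 37 °C; ONE-Glo luminescence read after 30 min.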
B2AR arrestin – beta2AR (human) beta-arrestin recruitment activity. P07550. beta-arrestin recruitment to beta2AR, cell-based reporter. Potency, µM (highest dose often 46.1 µM), for inactives: at the top dose activation, actives largely listed as activators. actives 0.02% (n = 330,000). AID 492947;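 also: potency is read from the fitted curve at half-maximal effect; 0% = DMSO controls and full agonism = EC100 isoproterenol or metaproterenol; nearly all actives have a fitted effect of over 65% in size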
TCR activator – T cell receptor activation | primary human leukocytes, anti-CD3, IL-2 HTRF, 48 h | Potency, µM (doses to about 9.22 µM), for inactives: top-dose activation of IL-2 secretion, hits mostly activators | 330,000 tested, under 10 active; also: % of control where 0% means no effect
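Primary human leukocytes receive a-CD3 beads and test compound and are incubated 48 hr. Secreted IL-2 is then assayed by HTRF, measuring 665nm acceptor emission after 320nm excitation of the europium donor.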
An asterisk follows results filed as active; ? = inconclusive; / = not tested or not shown; [ ] = remark or other dose. Unless noted, calls follow the shape of the dose curve; as a rule, active = well fitted curve in the direction sought with a large enough effect; inconclusive = small, poorly fitted or top-dose-only effect, or another doubt; inactive = no such curve, though single readings can be large; an effect the other way counts as inactive or inconclusive.

Values in the order – TRPV1 agonist, CXXC DNA block, BRCA1 expr act, Integrin act MD, p53 reactivation, AT treatment, PTAP TSG101 blk, ELG1 repair inh, B2AR arrestin, TCR activator
O=C(c1cc2ccccc2oc1=O)N(Cc1ccccc1)Cc1ccc2c(c1)OCO2
 : -5, 16%, -29%, 6%, -14%, 1%, -2%, ?, -0.1%, -3%[46.1 µM]
CCc1ccc(C(=O)CSc2nnc(C3CC3)n2C2CC2)cc1
 : -1, /, 32%, 3%, ?, 3%, 0%, ?, -0.1%, 2%
CCc1ccccc1NC(=O)Nc1ccsc1C(=O)OC
 : 15, 10%, -13%, 28%, 15%, -1%, -3%, -5%, 0.3%, -2%
COCCNC(=O)c1ccc2c(c1)S(=O)(=O)c1cc(Cl)ccc1C2=O
 : 10, /, -11%, 18%, ?, 3%, /, 29%, 0.4%, -3%
CCOC(Cn1c(-c2ccc(OC)cc2)nc2ccccc21)OCC
 : -2, -4%, -24%, -12%, 5%, -2%, -3%, 1%, 0.0%, 3%
O=C(O)c1cccn2c(=O)c3ccccc3nc12
 : 0, 1%, 7%, 10%, 19%, 2%, -2%, 6%, -0.5%, -4%
Cc1cc(N2CCCC2)nc2ccccc12
 : 4, -20%, -53%, -39%, -1%, 4%, 0%, 2%, 0.1%, 1%
CSC(=CC(=O)c1ccc(F)cc1)SC
 : 24, -26%, 0%, 3%, 5%, -2%, -7%, ?, -0.5%, 6%
CC(C)CCNC(=O)C(CC(C)C)N(Cc1ccc2c(c1)OCO2)C(=O)c1snc(C(N)=O)c1N (stereo not given)
 : 10, -2%, -44%, 2%, -3%, -5%, -6%, ?, -0.4%, 1%
COc1ccc(C(=O)Nc2cc(C)nn2-c2ccc(C)cc2)cc1
 : 2, 6%, -5%, 3%, -3%, 5%, -9%, 9%, 0.4%, -2%
O=C(CCCn1c(=S)[nH]c2ccsc2c1=O)NCCc1ccccc1
 : -1, 18%, 26%, 35%, 2%, 7%, 5%, ?, 0.1%, -2%
O=C(C1CC1)N1CCc2cc(S(=O)(=O)NCc3ccccc3)ccc21
 : 1, 0%, 0%, 0%, 0%, 16%, -7%, -4%, 0.3%, -1%
CC(=O)c1ccc(NC(=O)C2CCN(S(=O)(=O)c3cccc4nonc34)CC2)cc1
 : 1, 4%, 21%, 15%, 2%, -5%, 4%, 5%, -0.5%, 2%
Cn1c(N)c(C(=O)CSc2nnc(-c3ccccc3F)n2C2CC2)c(=O)n(C)c1=O
 : 4, -3%, -14%, 2%, 0%, 4%, 0%, 13%, 0.1%, 4%
COC(=O)C1CCN(C(=O)/C(C)=C\c2ccccc2)CC1
 : -1, -9%, 49%, 9%, ?, -2%, -2%, 29%, 4.8%, -1%
CCOC(=O)c1c(NC(=O)/C=C/c2ccc3c(c2)OCO3)sc(C)c1CC
 : -2, 4%, -20%, -12%, -6%, 5%, -1%, -1%, -1.7%, -1%
C=CCN(c1nc(C)c(Br)c(OC)n1)S(=O)(=O)c1ccc(C)cc1
 : 0, -5%, -38%, 4%, -3%, 8%, -3%, -2%, 0.1%, -2%
Nc1c(Br)cc(Br)c2c1C(=O)c1c(cccc1S(=O)(=O)O)C2=O
 : /, /, -44%, 10%, /, /, -12%, /, /, -2%
Cc1ccc2c(=O)[nH]c(Nc3nc(C)cc(-c4ccccc4)n3)nc2c1
 : 10, -3%, -5%, ?, -4%, -10%, -1%, ?, -0.2%, 5%
CC(C)N1C(=O)S/C(=C\c2ccc(-c3ccc(Cl)c(C(=O)O)c3)o2)C1=O
 : -1, -16%, ?, -50%[inhibitor], ?, -3%, -7%, ?, -0.2%, /

The list goes on; it opens with the two that closed the last part.
Values in the order – TRPV1 agonist, CXXC DNA block, BRCA1 expr act, Integrin act MD, p53 reactivation, AT treatment, PTAP TSG101 blk, ELG1 repair inh, B2AR arrestin, TCR activator
Cc1ccc2c(=O)[nH]c(Nc3nc(C)cc(-c4ccccc4)n3)nc2c1
 : 10, -3%, -5%, ?, -4%, -10%, -1%, ?, -0.2%, 5%
CC(C)N1C(=O)S/C(=C\c2ccc(-c3ccc(Cl)c(C(=O)O)c3)o2)C1=O
 : -1, -16%, ?, -50%[inhibitor], ?, -3%, -7%, ?, -0.2%, /
c1ccc2n[nH]nc2c1
 : /, /, -16%, -1%, /, /, -1%, /, /, 2%
O=C1CC(c2cccc(Cl)c2)c2cc3c(cc2N1)CCC3 (stereo not given)
 : 27, 5%, -71%, -27%, -6%, -1%, 0%, -11%, 0.4%, 0%
O=C(NCCN1C(=O)S/C(=C\c2ccccc2F)C1=O)C1CC(=O)N(Cc2ccccc2)C1 (stereo not given)
 : 27, /, -32%, -16%, 4%, -7%, -1%, -5%, -0.2%, -6%
O=C(NCCCn1ccnc1)C(=O)NCc1ccccc1
 : -1, 3%, -51%, 43%, -7%, /, -6%, -4%, -1.3%, 3%[46.1 µM]
O=C(COc1ccc2c(-c3ccccc3)cc(=O)oc2c1)NCCCN1CCOCC1
 : 5, 1%, 53%, ?, 12%, -1%, -7%, 0%, -0.2%, 7%
O=C(c1cn(-c2ccccc2)nc1-c1cccc([N+](=O)[O-])c1)N1CCCCC1
 : 11, -7%, -9%, 11%, 8%, 1%, -1%, ?, -0.4%, -12%
N#C/C(=C\c1cccnc1)C(=O)Nc1ccc(S(N)(=O)=O)cc1
 : -3, -3%, -2%, -8%, 26%, 6%, -5%, 0%, 0.0%, 2%
CC(=O)N1c2ccc(S(=O)(=O)CCC(=O)O)cc2CC1C (stereo not given)
 : /, 0%, 0%, -3%, -1%, 5%, -3%, 2%, -0.9%, -5%
Cc1ccc(-c2[nH]nc3c2C(c2ccoc2)C(C#N)=C(N)O3)cc1C (stereo not given)
 : 1, -4%, -8%, -27%, 3%, -8%, -10%, 8%, -0.2%, 15%
O=C(NN1C(=O)c2ccc3c4c(ccc(c24)C1=O)CC3)c1ccc(Br)cc1
 : 22, 34%[activator], 2%, 25%, 0%, -7%, -9%, 10%, -0.3%, 1%
Nc1nccnc1C(=O)OCC(=O)c1ccc[nH]1
 : 0, /, 4%, 15%, 6%, -2%, -2%, -4%, -0.4%, -2%
COC(=O)c1ccccc1NC(=O)NCc1ccc2c(c1)OCO2
 : 1, -3%, -47%, 1%, /, /, 0%, /, /, -8%
CCOC(=O)CC[C@H](NC(=O)Cn1cc(C)c(=O)[nH]c1=O)C(=O)OCC
 : /, /, 11%, 10%, /, /, 0%, /, /, 0%
Cc1ccc(S(=O)(=O)c2nc(S(C)(=O)=O)sc2N2CCC(C)CC2)cc1
 : 19, 14%, 0%, -54%[inhibitor], -7%, -13%, -3%, 10%, 5.8%, -2%
O=C(Nc1cccc2nsnc12)C1CC(=O)N(c2ccccc2)C1 (stereo not given)
 : 0, 11%, -13%, -5%, -8%, 3%, -3%, 19%, -0.1%, 2%
CCN(CC)CCSc1nnc2c3cc(C)ccc3n(Cc3ccccc3)c2n1
 : 10, -1%, -24%, -72%[inhibitor], 3%, -46%, 1%, -7%, -0.4%, -3%
CC(C)CC(C(=O)NC(C)(C)C)N(Cc1ccccc1Cl)C(=O)c1snc(C(N)=O)c1N (stereo not given)
 : 24, -9%, -62%, ?, -29%, -8%, -8%, ?, -0.8%, 1%
Cc1cc(C)nc(N(C#N)Cc2ccc([N+](=O)[O-])cc2)n1
 : -4, 0%, -9%, 11%, 0%, 3%, -8%, 9%, 4.2%, -6%
Cc1cc(C)c2c(=N)c3ccccc3n(CCCCCCCCn3c4ccccc4c(=N)c4c(C)cc(C)nc43)c2n1
 : /, /, -102%[inhibitor], -55%[inhibitor], /, /, -1%, /, /, 12%
CC(=O)N(CCCN(C)C)Cc1ccccn1
 : /, -7%, -17%, 7%, 2%, -2%, 0%, 6%, -0.8%, 0%

Next part.
Values in the order – TRPV1 agonist, CXXC DNA block, BRCA1 expr act, Integrin act MD, p53 reactivation, AT treatment, PTAP TSG101 blk, ELG1 repair inh, B2AR arrestin, TCR activator
Cc1cccc(NC(=S)NCc2cccs2)c1C
 : 4, 16%, 21%, -34%[inhibitor], -1%, /, -6%, -8%, 0.1%, 0%
CC(Oc1ccccc1)C(=O)OCC(=O)NC(=O)NCc1ccco1 (stereo not given)
 : 3, -1%, 0%, -24%, 1%, 5%, -3%, -2%, 0.3%, -3%
COc1ccc(-c2cn[nH]c2-c2ccc(O)cc2O)cc1OC
 : -1, 2%, -42%, 0%, -4%, -9%, -1%, -12%, -0.8%, 11%
Nn1c(SCC(=O)Nc2ccc3c(c2)OCO3)nnc1-c1ccncc1
 : -2, 1%, -4%, -12%, /, /, 1%, /, /, -4%
Cc1ccc(S(=O)(=O)N2CCC(=O)N(C(COCc3cccc(C(F)(F)F)c3)C(C)C)CC2)cc1 (stereo not given)
 : ?, 3%, -40%, 9%, 10%, -10%, -4%, -28%, -2.7%, 5%
COc1ccc(/C=C2\CCCC3C2=NN(C(=O)c2scnc2C)C3c2ccc(OC)c(OC)c2)cc1OC (stereo not given)
 : 0, -1%, -50%, -22%, -6%, -2%, -7%, ?, 0.0%, -2%
